# esBAF inh – Bmi1 luciferase reporter increase in mESCs, primary screen, esBAF inhibitor project, mouse ES cells, Bmi1 luciferase knock-in, single point. 2% of 350,000 active. 24 h; 100% = twice the neutral-well signal. AID 602393, 2012. reporter increase, % at 12.5 µM; in the data active = activation above about 40%; inconclusive = no clear call, values can overlap the other calls;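 note: 0% = median of the plate's neutral control wells and 100% = double that signal; a rise in the Bmi1 reporter signal indicates esBAF inhibition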
# PglD DTNB – C. jejuni PglD acetyltransferase inhibitors, primary screen, biochemical, DTNB colorimetric, single point. UDP-N-acetylbacillosamine N-acetyltransferase PglD (Campylobacter jejuni). purified PglD enzyme, DTNB colorimetric CoA detection. inhibition, % at 12.5 µM. 0.098% of 360,000 active. AID 602405, 2012; in the data active = inhibition above about 16%, passing the limit was not always enough; inconclusive = no clear call, values can overlap the other calls; note: strong numbers were not always called active
# Casp6 inh – human caspase-6 inhibitors, primary screen, biochemical, VEID-R110 fluorescence, single point, set 2 | P55212 | purified caspase-6, Z-VEID-R110 cleavage fluorescence | inhibition, % at 12.5 µM | 0.53% of 350,000 active | AID 686996, 2013;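 active = mean inhibition across replicates at least about 35%, with every replicate also reaching that limit, limit read from the data; inconclusive = only one of the two criteria met; inactive = neither criterion met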;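 note: 0% = median of neutral control wells and 100% = no fluorescence left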
# RAD54 inh – inhibitors of human RAD54 branch migration, primary screen, biochemical, fluorescence, single point; DNA repair and recombination protein RAD54-like (Homo sapiens), Q92698; RAD54 Holliday junction branch migration, FAM/BHQ fluorescence; inhibition, % at 10.4 µM; 0.14% of 360,000 active; AID 602329, 2012;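 active = mean normalized replicate activity at least 40 and at least half of replicates scoring 40 or more; inconclusive = only one of the two criteria met; inactive = mean below 40 and under half of replicates reaching 40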;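 note: 0% = median of neutral control wells and 100% = median of positive control wells; inhibitors cause a drop in the FAM fluorescence signal; in these data hits start at about 50%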
# RAD52 inh – RAD52 DNA annealing inhibitors, primary screen, biochemical, FRET, single point, set 2. recombinant RAD52 DNA annealing, FRET fluorescence. inhibition, % at 18.7 µM. 0.46% of 360,000 active. AID 651710, 2012;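 active = every replicate showing at least 50% inhibition; inconclusive = mean inhibition at least 50% but not in every replicate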
# ERp5 inh – inhibitors of ERp5-driven insulin aggregation, primary screen, biochemical, turbidity, absorbance 650 nm, single point; Protein disulfide-isomerase A6 (Homo sapiens), Q15084; 90 min; inhibition, % at 9.99 µM; 0.05% of 350,000 active;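 active = mean replicate inhibition above about 25%, with every replicate also reaching it, limit read from the data, passing the limit was not always enough; inconclusive = only one of those two criteria met; inactive = neither criterion met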
# Target sequence (Q15084 whole entry, looked up): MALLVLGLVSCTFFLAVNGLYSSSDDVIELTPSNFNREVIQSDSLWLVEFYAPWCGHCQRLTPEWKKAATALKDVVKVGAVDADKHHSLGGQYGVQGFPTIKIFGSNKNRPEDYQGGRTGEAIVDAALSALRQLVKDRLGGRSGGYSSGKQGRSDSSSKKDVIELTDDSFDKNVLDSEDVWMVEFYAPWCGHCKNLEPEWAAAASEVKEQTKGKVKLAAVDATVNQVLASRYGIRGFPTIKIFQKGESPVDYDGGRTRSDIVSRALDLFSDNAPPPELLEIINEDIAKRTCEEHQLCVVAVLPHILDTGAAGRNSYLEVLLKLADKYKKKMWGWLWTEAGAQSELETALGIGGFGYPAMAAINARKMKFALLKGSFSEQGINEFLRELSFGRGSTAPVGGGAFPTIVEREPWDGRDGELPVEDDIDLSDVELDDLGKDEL
# ARNT TACC3 PPI – disruptors of ARNT/TACC3 protein interaction, primary screen, biochemical, AlphaScreen, single concentration. Transforming acidic coiled-coil-containing protein 3 (Homo sapiens), Q9Y6A5. AlphaScreen His-ARNT PAS-B/GST-TACC3 binding, luminescence; TACC3 fragment carries E629A point mutation. inhibition, % at 9.99 µM. 0.66% of 390,000 active;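 active = mean inhibition of replicates at least 50% and at least half of replicates each reaching 50%; inconclusive = half or more replicates reach 50% but mean below 50%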;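 note: 0% = complete ARNT plus TACC3 wells and 100% = ARNT alone without TACC3; many hits fall short of the cut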
# E-selectin induc – E-selectin induction in HUVECs, primary screen, imaging, HUVEC, immunofluorescence imaging, single point; P16581; normalized: neutral wells 0, TNF-alpha wells 100; activation, % at 7.58 µM; 0.37% of 260,000 active; AID 686992, 2013;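 active = mean E-selectin-positive cell signal at least 10% of the positive control, reached in at least 60% of replicates, without over 20% cell loss; inconclusive = no rule given, readout overlaps actives, possibly toxicity-flagged; inactive = the rest, including those meeting only one limit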;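 note: in these data hits start at about 27%; measured in HUVEC primary endothelial cells; signal is the percent of cells scored E-selectin positive by PE staining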
# Target sequence (P16581 whole entry, looked up): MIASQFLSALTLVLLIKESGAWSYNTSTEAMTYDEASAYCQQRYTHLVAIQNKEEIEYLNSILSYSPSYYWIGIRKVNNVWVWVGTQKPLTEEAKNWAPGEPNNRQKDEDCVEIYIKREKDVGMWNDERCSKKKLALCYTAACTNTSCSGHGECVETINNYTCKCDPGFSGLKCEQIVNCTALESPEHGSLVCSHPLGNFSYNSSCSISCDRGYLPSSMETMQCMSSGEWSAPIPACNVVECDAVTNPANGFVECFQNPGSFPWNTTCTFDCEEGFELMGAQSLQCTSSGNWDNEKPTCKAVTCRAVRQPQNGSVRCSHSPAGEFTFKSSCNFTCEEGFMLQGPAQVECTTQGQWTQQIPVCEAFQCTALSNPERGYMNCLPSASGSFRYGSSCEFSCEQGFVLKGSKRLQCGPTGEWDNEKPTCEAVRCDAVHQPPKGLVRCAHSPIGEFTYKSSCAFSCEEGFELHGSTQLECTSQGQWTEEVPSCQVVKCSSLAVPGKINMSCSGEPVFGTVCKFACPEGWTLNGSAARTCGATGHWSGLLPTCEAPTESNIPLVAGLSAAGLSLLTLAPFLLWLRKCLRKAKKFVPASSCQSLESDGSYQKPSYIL
#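 System: HUVEC / Compound: single concentration / Signal: immunofluorescence imaging / Read-out: percent E-selectin-positive cells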
# * marks the source's active call; other numbers are inactive results; ? = inconclusive; · = no result given. The order is random, and some 3.2% of all compounds hit somewhere here.
SMILES,esBAF inh,PglD DTNB,Casp6 inh,RAD54 inh,RAD52 inh,ERp5 inh,ARNT TACC3 PPI,E-selectin induc
COc1ccc(S(=O)(=O)N(C)C[C@H]2OCCCC[C@@H](C)Oc3ccc(NS(=O)(=O)c4ccccc4)cc3C(=O)N([C@H](C)CO)C[C@H]2C)cc1,-4,1,0,-10,1,0,-4,·
CC(C)(C)c1ccc(-n2ncc3c2CCCC3NC(=O)CCN2CCCO2)cc1 (centres undefined),1,15,-6,1,-4,3,-16,·
O=C(CSc1ccccc1F)NNC(=O)c1ccncc1,-6,0,9,-2,-6,-2,-5,0.8
COCCN1Cc2cccc(C(=O)NC3CCCCCC3)c2C1=O,-4,-1,·,2,·,·,-1,-0.3
C[C@@H]1CCCCO[C@H](CN(C)CC2CCCCC2)[C@H](C)CN([C@@H](C)CO)C(=O)c2cc(NC(=O)CCC(F)(F)F)ccc2O1,-5,0,·,8,·,·,3,-0.2
COc1ccccc1CNC(=O)COC(=O)CC1CC2CCC1C2 (centres undefined),-7,1,4,-3,-3,1,-7,-1.3
C[C@H](CO)N1C[C@H](C)[C@@H](CN(C)C(=O)Nc2cccc3ccccc23)OCCCC[C@H](C)Oc2ccc(NC(=O)Cc3ccccc3)cc2C1=O,3,2,-3,-4,-4,4,-8,0.0
Cc1onc(-c2ccccc2Cl)c1C(=O)N1CCc2ccccc21,-2,1,0,15,-18,-6,1,·
CC(OC(=O)c1ccc(Cl)c(S(=O)(=O)N2CCOCC2)c1)C(=O)Nc1ccc(S(N)(=O)=O)cc1 (centres undefined),·,·,3,·,-10,1,4,-1.7
O=C(O)c1ccc(-n2nc(-c3ccccc3)c3ccccc3c2=O)cc1,-8,-9,-1,-4,-18,7,-5,·
Cn1nnnc1SCCNCC#Cc1ccccc1,-1,-5,·,-7,·,·,7,·
COc1ccccc1CNC(=O)c1ccc(OC(F)F)c(OC)c1,·,·,-3,·,7,2,-13,·
COc1cc(-c2nnc(SCC(=O)c3ccccc3)o2)cc(OC)c1OC,-8,2,-5,-4,-8,-3,4,·
CC(c1ccccc1C(O)c1ccccc1)N(C)C (centres undefined),-2,0,-3,3,-10,5,-4,·
CCc1ccc(S(=O)(=O)NCc2ccc(N3CCN(C)CC3)cc2)cc1,-7,-9,-5,9,-5,-2,-8,0.0
C[C@@H]1CN([C@H](C)CO)C(=O)c2ccccc2-c2ccccc2CO[C@H]1CN(C)S(=O)(=O)c1cn(C)cn1,-5,1,3,-2,-30,0,-3,0.1
C[C@@H]1CN(Cc2nnnn2CC(=O)NCCCn2cccn2)C[C@H](C)O1,6,-4,-5,-10,-13,7,·,?
CCCN1CCC(NC(=O)Cc2ccccc2OC)CC1,-4,2,-8,-1,-7,2,-14,·
COc1ccc(N2CCN(C(=O)c3ccc(CNc4c(N5CCOCC5)c(=O)c4=O)cc3)CC2)cc1,-3,-3,2,1,3,2,-1,0.2
CC(C)c1ccc(NC(=O)C2=CC=CN3CCS(=O)(=O)N=C23)cc1,·,·,-1,·,-1,-4,-2,0.5
CC(C(=O)NCc1ccccc1)N1C(=O)C2CC=C(Cl)CC2C1=O (centres undefined),2,1,·,14,·,·,-2,·
CN(C)CCN1C(=O)C(O)=C(C(=O)c2ccco2)C1c1ccccc1F (centres undefined),7,-5,·,-4,·,·,-1,·
S=C(Nc1cccc(Cl)c1)Nc1ccc2c(c1)OCCO2,37,-2,-5,0,-26,3,9,2.3
CN(CCc1ccccc1)C(=O)c1ccc(NC(=O)Cc2ccc(NC(=O)C3CCN(C(=O)C4CC4)CC3)cc2)cc1,-7,5,-2,5,-3,5,43,-0.1
CC1(C)C2CCC(C2)C1C/C=N/NC(N)=S (centres undefined),·,·,-5,·,-8,3,1,0.5
COc1ccc(C2CC(c3cccc(C)c3)n3nc(N)nc3N2)cc1 (centres undefined),-1,6,-4,-7,-17,-5,·,0.5
C[C@@H]1CCCCO[C@@H](CN(C)C)[C@@H](C)CN([C@H](C)CO)C(=O)c2cc(NC(=O)NC3CCCCC3)ccc2O1,-4,1,-4,7,-8,2,-4,-0.1
COc1ccc(-c2cc(C(=O)N3CCN(c4ccc(F)cc4)CC3)no2)cc1,6,5,2,1,-14,-2,4,-0.2
Cc1cc(=O)c(C(=O)Nc2cccc(N3CCCC3=O)c2)nn1-c1ccccc1Cl,-7,5,-4,-1,8,1,6,3.2
CCCCCC(=O)NNC(=S)NC(=O)c1ccc([N+](=O)[O-])cc1,3,1,3,-6,-4,1,36,·
COc1ccc(NC(=O)CS(=O)CC(=O)NCc2cccc(C(F)(F)F)c2)cc1 (centres undefined),-3,-1,·,-3,·,·,-14,·
O=C(CN1CSCC1=O)N1CCN(S(=O)(=O)c2cccc(F)c2)CC1,-2,2,1,-3,2,-5,1,0.0
COc1ccc(CN(C)C[C@H]2Oc3c(NC(=O)CCCCCC(=O)Nc4ccccc4N)cccc3C(=O)N([C@@H](C)CO)C[C@@H]2C)cc1,·,·,-2,·,-23,18,·,-0.4
Cc1ccc(C(=O)NCc2nnc(SCC(=O)NC(C)c3ccccc3)n2C)cc1 (centres undefined),-2,4,-1,1,7,1,-41,-0.5
CC1CN(c2oc(-c3ccco3)nc2S(=O)(=O)c2ccccc2)CC(C)O1 (centres undefined),-6,-1,·,-5,·,·,-3,·
CCOc1ccccc1N1CCN(C(=O)c2ccc3c(c2)OCO3)CC1,3,-7,-2,4,1,3,-6,-0.4

# Part of the list above, with two lines to a compound:
# Values in the order – esBAF inh | PglD DTNB | Casp6 inh | RAD54 inh | RAD52 inh | ERp5 inh | ARNT TACC3 PPI | E-selectin induc
- COc1ccc(C2CC(c3cccc(C)c3)n3nc(N)nc3N2)cc1 (centres undefined)
→ -1 | 6 | -4 | -7 | -17 | -5 | · | 0.5
- CC1CN(c2oc(-c3ccco3)nc2S(=O)(=O)c2ccccc2)CC(C)O1 (centres undefined)
→ -6 | -1 | · | -5 | · | · | -3 | ·
- COc1ccc(N2CCN(C(=O)c3ccc(CNc4c(N5CCOCC5)c(=O)c4=O)cc3)CC2)cc1
→ -3 | -3 | 2 | 1 | 3 | 2 | -1 | 0.2
- O=C(O)c1ccc(-n2nc(-c3ccccc3)c3ccccc3c2=O)cc1
→ -8 | -9 | -1 | -4 | -18 | 7 | -5 | ·
- C[C@@H]1CCCCO[C@@H](CN(C)C)[C@@H](C)CN([C@H](C)CO)C(=O)c2cc(NC(=O)NC3CCCCC3)ccc2O1
→ -4 | 1 | -4 | 7 | -8 | 2 | -4 | -0.1
- O=C(CSc1ccccc1F)NNC(=O)c1ccncc1
→ -6 | 0 | 9 | -2 | -6 | -2 | -5 | 0.8
- C[C@@H]1CN([C@H](C)CO)C(=O)c2ccccc2-c2ccccc2CO[C@H]1CN(C)S(=O)(=O)c1cn(C)cn1
→ -5 | 1 | 3 | -2 | -30 | 0 | -3 | 0.1

# 4 structures from above, arranged by SMILES length, lowest first.
SMILES,esBAF inh,PglD DTNB,Casp6 inh,RAD54 inh,RAD52 inh,ERp5 inh,ARNT TACC3 PPI,E-selectin induc
COc1ccc(C2CC(c3cccc(C)c3)n3nc(N)nc3N2)cc1 (centres undefined),-1,6,-4,-7,-17,-5,·,0.5
CC1CN(c2oc(-c3ccco3)nc2S(=O)(=O)c2ccccc2)CC(C)O1 (centres undefined),-6,-1,·,-5,·,·,-3,·
C[C@@H]1CCCCO[C@@H](CN(C)C)[C@@H](C)CN([C@H](C)CO)C(=O)c2cc(NC(=O)NC3CCCCC3)ccc2O1,-4,1,-4,7,-8,2,-4,-0.1
COc1ccc(CN(C)C[C@H]2Oc3c(NC(=O)CCCCCC(=O)Nc4ccccc4N)cccc3C(=O)N([C@@H](C)CO)C[C@@H]2C)cc1,·,·,-2,·,-23,18,·,-0.4

# Next records:
SMILES,esBAF inh,PglD DTNB,Casp6 inh,RAD54 inh,RAD52 inh,ERp5 inh,ARNT TACC3 PPI,E-selectin induc
O=C(CNc1cc(S(=O)(=O)N2CCOCC2)ccc1NCC1CCCO1)Nc1ccccc1F (centres undefined),8,-6,2,0,-1,-4,9,-4.4
O=C(Nc1ccccc1)N1c2ccccc2SC1c1ccco1 (centres undefined),·,·,2,·,-15,-4,·,0.2
O=C(NC(=S)Nc1ccc2cn[nH]c2c1)c1ccccc1,·,·,1,·,-18,16,-18,12
COc1ccccc1CNC(=O)COC(=O)c1ccc(S(=O)(=O)N2CCCC2)cc1,-5,-1,·,-8,·,·,0,·
C/C=C/c1ccc2c(c1)O[C@@H](CN(C)C(=O)Nc1ccccc1)[C@H](C)CN([C@H](C)CO)S2(=O)=O,-4,-1,-2,6,-3,-4,1,0.7
COc1ccc2nc(NC(=O)Cn3cnc4ccccc4c3=O)sc2c1,14,-3,2,1,-16,5,-2,-0.5
COc1cccc(-c2ccc([C@H]3[C@@H](CO)N4C(=O)CN(C(=O)C5CCC5)C[C@@H]34)cc2)c1,·,·,3,·,6,2,·,0.2
COc1cc(NC(=O)c2ccc3nsnc3c2)cc(OC)c1OC,1,-1,2,5,-5,1,19,·
CCCC#Cc1ccc([C@@H]2[C@@H](CO)N3C(=O)CN(C(=O)Nc4cc(F)ccc4F)C[C@@H]23)cc1,·,·,0,·,-25,-1,·,-0.2
COc1ccc(NC(=O)c2[nH]ncc2[N+](=O)[O-])cc1,·,·,8,·,-6,20,-2,2.4
C[C@@H]1CN([C@@H](C)CO)C(=O)c2cc(NC(=O)CCCN(C)C)ccc2O[C@@H]1CN(C)Cc1ccncc1,-2,2,2,-8,-3,0,-8,0.0
C[C@@H]1CN([C@H](C)CO)C(=O)c2cccc(NC(=O)c3cnccn3)c2O[C@H]1CN(C)C(=O)Nc1cccc2ccccc12,1,2,0,-3,-23,0,-1,0.0
Cc1nn(-c2ccccc2)c(C)c1C(=O)OCC(=O)NC(=O)NC1CCCC1,10,0,·,6,·,·,1,·
CCOc1ccccc1CNC(=O)CCCn1ncn2c(cc3occc32)c1=O,-3,-9,-4,-1,-23,3,-4,·
CCc1cc(=O)oc2cc(C)cc(OC(C)C(=O)NC3CCN(Cc4ccccc4)CC3)c12 (centres undefined),-4,-1,-21,-1,-7,3,10,·
Cc1nc(-c2cccc(NS(=O)(=O)c3cccc4ccccc34)c2)cs1,-1,-2,·,-7,·,·,4,·
Cc1ccc(S(=O)(=O)N[C@@H]2CC[C@@H](CCn3cc(C4CCCC4)nn3)O[C@@H]2CO)cc1,10,1,2,-13,7,-3,-3,0.0
Cc1ccccc1C(=O)Nc1ccccc1-c1nnn(CC(=O)Nc2ccc3c(c2)OCCO3)n1,5,3,·,2,·,·,12,·
COc1ccc(N/C=C2/Sc3ccccc3NC2=O)cc1,53*,-9,-2,6,-35,-4,2,·
O=C(CSc1n[nH]c(-c2cccnc2)n1)Nc1ccc([N+](=O)[O-])cc1Br,-1,-2,2,-5,-15,-1,14,0.0
CCOC(=O)C1=C(COC(=O)CC(C)c2ccccc2)NC(=O)NC1C (centres undefined),-4,1,-1,0,-13,-17,1,·
CC(=O)c1ccc(N2CCN(C(=O)CCCc3nc4ccccc4s3)CC2)cc1,·,·,0,·,-50,-3,-3,·
C[C@H]1CN([C@@H](C)CO)C(=O)c2cccc(NS(=O)(=O)c3ccc(F)cc3)c2O[C@H]1CN(C)Cc1ccc(C(=O)O)cc1,-2,-12,2,7,6,0,-8,1.4
